uPA generation – qHTS for Inhibitors of Cell Surface uPA Generation. cell surface uPA generation assay, qHTS. Potency, µM (titrated, usually from 38.3 µM), inactives show top-dose activity change, negative = inhibition, hits mostly inhibitors. hit rate 0.31% among 330,000. AID 540303, 2011; active = well fitted inhibition curve with a large enough effect; inconclusive = small, poorly fitted or top-dose-only effect; inactive = no such curve, though single readings can be large or run the other way; tested in mouse RAW 264.7 cells; note: % is set by controls: 0 for no effect and ±100 for the full control effect; nearly all actives have a fitted effect of over 55% in size
CXXC DNA block – qHTS Fluorescence Polarization Assay for Inhibitors of MLL CXXC domain - DNA interaction. Histone-lysine N-methyltransferase 2A (Homo sapiens), Q03164. MLL-CXXC / FITC-HOXA9 DNA fluorescence polarization. Potency, µM (series often up to 115 µM), for inactives: top-dose activity change, negative = inhibition, hits mostly inhibitors. hit rate 0.037% among 290,000. AID 2662, 2010; active = well fitted inhibition curve with a large enough effect in the polarisation, with a control signal flat, not every such curve was filed as active; inconclusive = small, poorly fitted or top-dose-only effect, or effect the other way, or a change in a side signal; inactive = no such curve, though single readings can be large or run the other way; the % refers to the polarisation
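Steps: dispense CXXC domain solution (7 uM) → pin compounds or unlabeled HOX-A9 DNA control → 5 min ambient → add FLSN-HOX-A9 solution (50 nM) → spin → 30 min ambient → fluorescence polarization. Tris pH 7.5/NaCl/DTT/BSA buffer.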
NPC1 promoter act – qHTS Assay for NPC1 Promoter Activators | Huh7 NPC1 promoter luciferase reporter, 24 h | Potency, µM (doses to about 9.22 µM), for the others: at the top dose activation, actives largely listed as activators | hit rate 2.4% among 320,000;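 note: % of control where 0% means no effect; nearly all actives have a fitted effect of over 60% in size; reporter is driven by a mutant NPC1 promoter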
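Huh7 reporter cells (NPC1 promoter driving luciferase) are dosed with compound for 24 h at 37 °C, 5% CO2; luciferase detection reagent is then added and luminescence measured after 10 min at ambient temperature.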
RORg inh – qHTS for inhibitors of ROR gamma transcriptional activity. Drosophila S2 Gal4-RORgamma UAS-luciferase reporter, 20 h. Potency, µM (titrated, usually from 53.6 µM), without a hit: at the highest dose activity change, negative = inhibition, most hits filed as inhibitors. hit rate 5.4% among 310,000; note: % is set by controls: 0 for no effect and ±100 for the full control effect; nearly all actives have a fitted effect of over 60% in size
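Stable Schneider cell line, Gal4 DNA-binding domain fused to ROR gamma, UAS-luciferase. Cmpd 1 hr RT → CuSO4 700 uM final → 20 hr RT → luciferase reagent 10 min → luminescence.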
FLuc modulator – qHTS profiling assay for firefly luciferase inhibitor/activator using purifed enzyme and Km concentrations of substrates (counterscreen for miR-21 project). purified FLuc, Km substrates, luminescence inhibition. Potency, µM (titrated, usually from 57.5 µM), for inactives: at the top dose activity change, negative = inhibition, usual class: inhibitors. hit rate 6.9% among 360,000. AID 588342, 2011;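 note: plate controls were vehicle for no effect and reference inhibitor for full effect; nearly all actives have a fitted effect of over 55% in size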
Target sequence (P08659 whole entry, looked up): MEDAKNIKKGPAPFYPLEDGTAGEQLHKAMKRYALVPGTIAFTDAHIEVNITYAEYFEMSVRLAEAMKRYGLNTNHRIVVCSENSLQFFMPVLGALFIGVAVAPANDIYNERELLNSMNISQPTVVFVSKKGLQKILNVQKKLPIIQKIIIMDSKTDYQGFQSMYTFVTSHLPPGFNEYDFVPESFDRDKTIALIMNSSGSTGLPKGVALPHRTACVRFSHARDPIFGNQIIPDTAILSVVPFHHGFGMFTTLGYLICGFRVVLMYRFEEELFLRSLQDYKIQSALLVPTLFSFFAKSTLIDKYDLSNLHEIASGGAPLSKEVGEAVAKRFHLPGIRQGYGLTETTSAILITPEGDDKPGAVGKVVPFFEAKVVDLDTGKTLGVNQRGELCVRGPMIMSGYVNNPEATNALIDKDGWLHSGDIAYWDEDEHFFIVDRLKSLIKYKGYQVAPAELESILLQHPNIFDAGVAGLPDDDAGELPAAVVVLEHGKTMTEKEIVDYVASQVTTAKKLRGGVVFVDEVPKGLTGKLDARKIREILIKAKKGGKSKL
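Biochemical qHTS of compounds, final roughly 60 µM downward over six points, against 10 nM purified firefly luciferase using Km concentrations of substrates (10 uM D-luciferin, 10 uM ATP) in Tris acetate pH 7.5 buffer; luminescence output.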
Rab9 promoter act – qHTS Assay for Rab9 Promoter Activators | Huh7 Rab9 promoter-luciferase reporter, luminescence, 24 h | Potency, µM (series often up to 9.22 µM), for the others: at the highest dose activation, negative = inhibition, most hits filed as activators | hit rate 2.8% among 320,000 | AID 485297, 2010; note: % of control where 0% means no effect; nearly all actives have a fitted effect of over 60% in size
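Huh7 reporter line, Rab9 promoter upstream of luciferase. Compound exposure 24 h at 37 °C in reduced-serum medium with 10% FBS. Read-out: luminescence.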
MBNL1 CUG block – qHTS Assay for Inhibitors of MBNL1-poly(CUG) RNA binding; Potency, µM (series often up to 57.5 µM), for the others: top-dose activity change, negative = inhibition, hits mostly inhibitors; AID 2675, 2010; Muscleblind-like protein 1 (Homo sapiens), Q9NR56; TR-FRET MBNL1-His/biotin-(CUG)12 binding, 665/545 ratio; hit rate 0.036% among 280,000; active = well fitted inhibition curve with a large enough effect in the signal ratio, with a control signal flat, not every such curve was filed as active; inconclusive = small, poorly fitted or top-dose-only effect, or effect the other way, or a change in a side signal; inactive = no such curve, though single readings can be large or run the other way; the % refers to the signal ratio; note: % is set by controls: 0 for no effect and ±100 for the full control effect
Target sequence (Q9NR56 whole entry, looked up): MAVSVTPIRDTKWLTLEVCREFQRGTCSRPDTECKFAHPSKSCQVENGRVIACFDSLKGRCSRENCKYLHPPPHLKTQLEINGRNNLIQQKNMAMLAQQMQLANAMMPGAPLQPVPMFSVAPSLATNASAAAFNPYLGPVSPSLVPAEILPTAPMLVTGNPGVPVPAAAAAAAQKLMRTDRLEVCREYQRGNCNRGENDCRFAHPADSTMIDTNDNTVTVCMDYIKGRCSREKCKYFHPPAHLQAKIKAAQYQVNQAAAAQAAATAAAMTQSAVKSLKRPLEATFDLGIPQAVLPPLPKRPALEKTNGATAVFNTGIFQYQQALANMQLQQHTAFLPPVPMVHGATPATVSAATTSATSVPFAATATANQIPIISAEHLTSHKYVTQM
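TR-FRET between His-tagged MBNL1 and biotin-(CUG)12 RNA, detected with Tb anti-His antibody (0.055 ng/ul) and streptavidin-XL665 (5 nM), 60 min at room temperature. Compounds titrated 92 nM to 58 uM; 665/545 nm ratio normalized to buffer and complex controls.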
p53 reactivator – qHTS assay for re-activators of p53 using a Luc reporter; hit rate 0.063% among 320,000; H1299 p53-A138V BP100-luciferase reporter, luminescence, 24 h; Potency, µM (doses to about 92.2 µM), inactives show top-dose activity change, positive = activation, usual class: activators; AID 504706, 2011; note: % of control where 0% means no effect; nearly all actives have a fitted effect of over 45% in size
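p53-null H1299 cells stably carrying temperature-sensitive p53-A138V and a BP100-luciferase reporter were pinned with compounds (4-point, 1:5 series) and held 24 hrs at 37 deg C. Luminescence was read 10 min after detection reagent.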
ELG1 genotox – qHTS screen for small molecules that induce genotoxicity in human embryonic kidney (HEK293T) cells expressing luciferase-tagged ELG1. HEK293T ELG1-luciferase reporter, luminescence, 16 h. Potency, µM (titrated, usually from 46 µM), without a hit: top-dose activity change, positive = activation, actives largely listed as activators. hit rate 1.3% among 330,000; note: % of control where 0% means no effect; nearly all actives have a fitted effect of over 60% in size
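Cells (2,000/well) expressing the ELG1-luciferase fusion are dosed by pin tool and kept 16 hr at 37 °C, 5% CO2. Signal comes from ONE-Glo luciferase reagent after 30 min at room temperature.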
VP16 counter – VP16 counterscreen qHTS for inhibitors of ROR gamma transcriptional activity; Drosophila S2 Gal4-VP16 UAS-luciferase, luminescence, 20 h; Potency, µM (highest dose often 53.6 µM), for inactives: at the highest dose activity, negative = inhibition, most hits filed as inhibitors; hit rate 3.5% among 310,000; AID 2546, 2010;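 note: Gal4-VP16 expression switched on by copper sulfate through the metallothionein promoter; % is set by controls: 0 for no effect and ±100 for the full control effect; nearly all actives have a fitted effect of over 50% in size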
BRCA1 expr act – qHTS Assay to Identify Small Molecule Activators of BRCA1 Expression; MCF7-BRCA1-FFLuc reporter, luminescence, 48 h; response scale: scaled: vehicle 0%, 10 µM genistein 100%; hit rate 1.1% among 380,000; Potency, µM (doses to about 46.1 µM), for the others: at the highest dose activation, hits mostly activators; note: nearly all actives have a fitted effect of over 80% in size; some results filed as inactive show a strong effect at the top dose
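Using MCF7 cells harboring a BRCA1 firefly luciferase reporter, plated 2 h before compound pinning, the screen measured luminescence after 48 h incubation. Responses were normalized to DMSO and 10 microM genistein, then fitted for concentration-effect.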
* hit, by the source's call; [ ] = another dose, or the depositor's remark. Unless noted, calls come from the whole dose curve; as a rule, active = well fitted curve in the direction sought with a large enough effect; inconclusive = small, poorly fitted or top-dose-only effect, or another doubt; inactive = no such curve, though single readings can be large; an effect the other way counts as inactive or inconclusive. Potency is the fitted concentration of half-maximal effect. The list is partial; count on the stated rates, not on these rows.

`Cc1cc(C)c(NC(=O)C2CCCN2CCOC(=O)c2cccc([N+](=O)[O-])c2)c(C)c1` (configuration not stated) gave uPA generation -9%, CXXC DNA block -4%, NPC1 promoter act -3%, RORg inh 26%, FLuc modulator 4%, Rab9 promoter act -2%, MBNL1 CUG block inconclusive, p53 reactivator -3%, ELG1 genotox -3%, VP16 counter 27% and BRCA1 expr act -21%.
Screening O=C(Cn1ncc2c(=O)oc3ccccc3c21)N1CCCc2ccccc21 returned uPA generation 1%, CXXC DNA block -3%, NPC1 promoter act 2%, RORg inh 3%, FLuc modulator 1%, Rab9 promoter act 3%, MBNL1 CUG block -3%, p53 reactivator 20%, ELG1 genotox -3%, VP16 counter -11% and BRCA1 expr act -1%.
O=C(OC1CCS(=O)(=O)c2sccc21)c1ccccc1 (configuration not stated) was read as uPA generation 2%, CXXC DNA block 6%, NPC1 promoter act 1%, RORg inh 2%, FLuc modulator -1%, Rab9 promoter act -1%, MBNL1 CUG block 5%, p53 reactivator -2%, ELG1 genotox -2%, VP16 counter -10% and BRCA1 expr act -3%.
`CCCCc1nc(N2CCOCC2)c(C#N)c2c1COC(C)(C)C2` gave uPA generation -8%, CXXC DNA block -4%, NPC1 promoter act 1%, RORg inh 0%, FLuc modulator 3%, Rab9 promoter act -4%, MBNL1 CUG block 0%, p53 reactivator 25%, ELG1 genotox -14%, VP16 counter 11% and BRCA1 expr act -36%.
For CC(C)N1C(=O)C2C(C(=O)NC3CCCCC3)C3C=CC2(O3)C1C(=O)NC1CCCC1 (configuration not stated) the results were uPA generation 3%, CXXC DNA block 0%, NPC1 promoter act 0%, RORg inh -7%, FLuc modulator -1%, Rab9 promoter act -8%, MBNL1 CUG block -8%, p53 reactivator -1%, ELG1 genotox -2%, VP16 counter -1% and BRCA1 expr act 1%.
For O=C(NCc1ccccn1)c1ccc(Cl)c(S(=O)(=O)N2CCCCC2)c1 the results were uPA generation 0%, CXXC DNA block -9%, NPC1 promoter act -2%, RORg inh 2%, FLuc modulator 2%, Rab9 promoter act -4%, MBNL1 CUG block 1%, p53 reactivator -4%, ELG1 genotox -7%, VP16 counter 3% and BRCA1 expr act -14%.
For CCCC(c1nnnn1CC(=O)OCC)N(Cc1cc2c(C)cc(C)cc2[nH]c1=O)C1CCCC1 (configuration not stated) the results were uPA generation 4%, CXXC DNA block 4%, NPC1 promoter act 0%, RORg inh -6%, FLuc modulator 2%, Rab9 promoter act -2%, MBNL1 CUG block 11%, p53 reactivator 5%, ELG1 genotox 1%, VP16 counter -5% and BRCA1 expr act -21%.
CCCn1c(SCC(=O)N2CCCc3ccccc32)nnc1-c1ccccn1 was read as uPA generation 7%, CXXC DNA block -6%, NPC1 promoter act 1%, RORg inh 28%, FLuc modulator 2%, Rab9 promoter act 1%, MBNL1 CUG block 0%, p53 reactivator -7%, ELG1 genotox -11%, VP16 counter 0%[0.365 µM] and BRCA1 expr act -3%.
`CN(C)CCN(C(=O)c1ccc(C(=O)c2ccccc2)cc1)c1nc2cc3c(cc2s1)OCCO3` gave uPA generation 2%, CXXC DNA block 7%, NPC1 promoter act 15%, RORg inh 10%, FLuc modulator -4%, Rab9 promoter act 21%, MBNL1 CUG block 19%, p53 reactivator inconclusive, ELG1 genotox inconclusive, VP16 counter -7% and BRCA1 expr act inconclusive.
COc1ccc(C2C(C(=O)NCC3CCCO3)c3cc(OC)c(OC)cc3C(=O)N2C)cc1OC (configuration not stated) was read as uPA generation 2%, CXXC DNA block -3%, NPC1 promoter act -2%, RORg inh 23%, FLuc modulator 2%, Rab9 promoter act -1%, MBNL1 CUG block -14%, p53 reactivator 13%, ELG1 genotox -3%, VP16 counter -9%[0.365 µM] and BRCA1 expr act 0%.
Screening CC(C)CNc1c(N)n(CC(C)C)c(=O)[nH]c1=O returned uPA generation 1%, CXXC DNA block 2%, NPC1 promoter act -1%, RORg inh 6%, FLuc modulator 5%, Rab9 promoter act -2%, MBNL1 CUG block 4%, p53 reactivator 5%, ELG1 genotox 1%, VP16 counter 1% and BRCA1 expr act 5%.
For Cc1ccc(-c2n[nH]c3c2CCC3)cc1 the results were uPA generation -6%, CXXC DNA block 9%, NPC1 promoter act 7%, RORg inh 0%, FLuc modulator inconclusive, Rab9 promoter act 9%, MBNL1 CUG block -2%, p53 reactivator 2%, ELG1 genotox inconclusive, VP16 counter inconclusive and BRCA1 expr act 0%.
COc1ccccc1-c1cc(C(F)(F)F)nc(S(=O)(=O)CCCC(=O)N2CCOCC2)n1 was read as uPA generation -8%, CXXC DNA block 6%, NPC1 promoter act -13%, RORg inh 5.6µM*, FLuc modulator 3%[2.3 µM], Rab9 promoter act -13%, MBNL1 CUG block -2%, p53 reactivator -29%, ELG1 genotox -18%, VP16 counter 7.1µM* and BRCA1 expr act -96%[inhibitor].
Screening OC1CCCN(C(=S)Nc2ccc(SC(F)F)cc2)C1 (configuration not stated) returned uPA generation 3%, CXXC DNA block 7%, NPC1 promoter act 14%, RORg inh 12%, FLuc modulator 11µM*, Rab9 promoter act 14%, MBNL1 CUG block -6%, p53 reactivator inconclusive, ELG1 genotox 9%, VP16 counter -1% and BRCA1 expr act 89%.
For C/C(=N\NC(=O)c1ccc(C)cc1)C1C(=O)c2ccccc2C1=O the results were uPA generation -2%, CXXC DNA block -12%, NPC1 promoter act 30%, RORg inh 0.89µM*, FLuc modulator inconclusive, Rab9 promoter act 23%, MBNL1 CUG block inconclusive, p53 reactivator inconclusive, ELG1 genotox -1%, VP16 counter 0.56µM* and BRCA1 expr act 2%.
For Cn1c(=O)n(CCOc2ccc(Cl)cc2Cl)c2ccccc21 the results were uPA generation -6%, CXXC DNA block 17%, NPC1 promoter act 0%, RORg inh -26%, FLuc modulator -16%, Rab9 promoter act 3%, MBNL1 CUG block -1%, p53 reactivator -2%, ELG1 genotox 15%, VP16 counter 0% and BRCA1 expr act 6%.
Screening CCOC(=O)[C@@H]1[C@H]2COc3ccc(Br)cc3[C@H]2N2C(=O)N(c3cccc(Cl)c3)C(=O)[C@]12C returned uPA generation 11%, CXXC DNA block 14%, NPC1 promoter act 1%, RORg inh inconclusive, FLuc modulator 9%, Rab9 promoter act 0%, MBNL1 CUG block 7%, ELG1 genotox 1%, VP16 counter 0% and BRCA1 expr act -21%.
`Cc1ccc(C(=O)N2CCN=C2SCc2ccc([N+](=O)[O-])cc2)cc1C` gave uPA generation -2%, CXXC DNA block 1%, NPC1 promoter act -3%, RORg inh 39%, FLuc modulator 3%, Rab9 promoter act -5%, MBNL1 CUG block 0%, p53 reactivator -1%, ELG1 genotox -8%, VP16 counter -2% and BRCA1 expr act -25%.
`O=S(=O)(c1ccc(Cl)cc1)n1cnc2ccccc21` gave uPA generation -4%, CXXC DNA block -8%, NPC1 promoter act -2%, RORg inh -12%[1.91 µM], FLuc modulator -1%, Rab9 promoter act 0%, MBNL1 CUG block -1%, p53 reactivator 8%, ELG1 genotox 0%, VP16 counter -10% and BRCA1 expr act 3%.
Screening CC(=O)OCC(=O)C1CCC2C3CC=C4CC(O)CCC4(C)C3CCC12C (configuration not stated) returned uPA generation 21%, NPC1 promoter act -1%, FLuc modulator 0%, Rab9 promoter act -2%, p53 reactivator 0%, ELG1 genotox 1% and BRCA1 expr act 5%.

Screens (PubChem BioAssay)
